# MEKK2 mut-MEK5: signal of MEK5 binding to mutant human MEKK2 PB1 domain; hit rate 0.35% among 290,000; percent response, % at 10 µM; AID 1530; bead flow cytometry, Alexa488-MEK5 binding to MEKK2 mutant; in the data active = percent response above about 24%, passing the limit was not always enough; also: inactives centre near 1; some results filed as inactive read as strong as hits; reference of the scale not given here
# MEKK3 PB1 HTS: raises or lowers MEK5 binding to the human MEKK3 PB1 domain; Q99759; bead-based flow cytometry, Alexa488-MEK5 binding to MEKK3; actives lie on both sides; 0 = blocked by unlabeled MEK5, 100 = vehicle; binding response (% of control), % at 10 µM; hit rate 1.4% among 290,000; AID 1529;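 active = binding response more than 3 SD above or below the average of its plate-row segment, actives on both sides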;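 also: Alexa488 bead fluorescence after subtracting the streptavidin-only scavenger bead signal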
# Target sequence (Q99759 whole entry, looked up, the tested form may be a part): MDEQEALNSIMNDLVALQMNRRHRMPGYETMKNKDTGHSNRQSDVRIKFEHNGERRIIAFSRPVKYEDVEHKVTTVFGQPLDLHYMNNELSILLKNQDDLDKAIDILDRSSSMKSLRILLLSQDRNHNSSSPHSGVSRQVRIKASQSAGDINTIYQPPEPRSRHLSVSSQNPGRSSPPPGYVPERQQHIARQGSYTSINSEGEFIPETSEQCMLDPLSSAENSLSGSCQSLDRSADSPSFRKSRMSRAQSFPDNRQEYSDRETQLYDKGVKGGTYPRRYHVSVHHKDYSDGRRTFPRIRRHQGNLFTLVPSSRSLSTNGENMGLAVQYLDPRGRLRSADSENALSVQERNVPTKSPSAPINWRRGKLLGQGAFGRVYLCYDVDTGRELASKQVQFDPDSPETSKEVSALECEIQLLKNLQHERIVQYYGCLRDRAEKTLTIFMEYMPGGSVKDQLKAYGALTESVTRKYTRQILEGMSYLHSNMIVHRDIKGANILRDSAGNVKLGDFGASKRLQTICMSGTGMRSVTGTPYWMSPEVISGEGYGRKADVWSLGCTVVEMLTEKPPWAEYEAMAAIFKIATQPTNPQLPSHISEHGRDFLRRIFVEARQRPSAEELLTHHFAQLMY
# pCIP destab: compounds decreasing mouse p/CIP protein stability | Q05BA5 | F442A p/CIP-EGFP cells, EGFP fluorescence, 16 h | decrease of EGFP signal, % at 10 µM | hit rate 0.01% among 290,000 | AID 1984;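 active = EGFP signal decrease of at least 30% at 10 µM or well 3 SD below plate mean, unless failing retest; inactive = the rest, including hits failing retest or dose response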; also: some compounds called inactive have numbers as strong as hits; many of its hits are not listed in these tables
# PfM18AAP inh: PfM18AAP enzyme inhibition | inhibition, % at 7.35 µM | AID 1822 | recombinant PfM18AAP, H-Glu-NHMec fluorogenic cleavage | hit rate 1.2% among 290,000;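 active = inhibition above the campaign mean inhibition over all tested compounds plus 3 SD, cut at about 28% in these data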;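 also: 0% = plate median of test compound wells and 100% = 2 mM ZnCl2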
# NALP1 yeast inh: NALP1 inhibition; S. cerevisiae NALP1/ASC/caspase-1 growth, X-gal OD620, 72 h; inhibition, % at 10 µM; hit rate 0.61% among 280,000; in the data active = inhibition mostly above about 24%, no sharp cut-off; inactive = mostly below about 32%; also: some compounds called inactive have numbers as strong as hits
# IDE cell inh: inhibitors of human insulin-degrading enzyme in cells; HEK cells, FAbetaB cleavage, fluorescence polarization; P14735; hit rate 0.41% among 320,000; inhibition, % at 5.59 µM;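 active = percent inhibition above the average of all tested compounds plus 3 SD, set per screening campaign, cut at about 16% in these data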;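 also: IDE supplied by intact live HEK cells; FP after avidin binding of uncleaved biotin substrate so inhibition keeps polarization high; 0% = DMSO wells and 100% = 60 µM reference IDE inhibitor Ii1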
# IDE act: activators of human insulin-degrading enzyme in cells; activation, % at 5.96 µM; P14735; hit rate 0.073% among 340,000; HEK cells, FAbeta-B cleavage, fluorescence polarization; 0% vehicle, 100% cell-free pure enzyme wells;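 active = activation above the mean of all tested compounds plus 3 SD, set per screening campaign, cut at about 17% in these data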
# MEKK2 WT-MEK5: raises or lowers MEK5 binding to wildtype human MEKK2 PB1 domain; hit rate 1.1% among 290,000; bead flow cytometry, Alexa488-MEK5 binding to MEKK2 WT; actives lie on both sides; Q9Y2U5; binding response (% of control), % at 10 µM; in the data active = binding response below about 67% or above about 130%
# UBC9 SUMO inh: blocks human SUMOylation mediated by UBC9; P63279; inhibition, % at 35 µM; HTRF SUMOylation assay, SAE1/SAE2 + UBC9, in vitro; hit rate 0.36% among 290,000; AID 2006; in the data active = inhibition above about 50%, passing the limit was not always enough; also: strong numbers were not always called active
# Target sequence (P63279 whole entry, looked up): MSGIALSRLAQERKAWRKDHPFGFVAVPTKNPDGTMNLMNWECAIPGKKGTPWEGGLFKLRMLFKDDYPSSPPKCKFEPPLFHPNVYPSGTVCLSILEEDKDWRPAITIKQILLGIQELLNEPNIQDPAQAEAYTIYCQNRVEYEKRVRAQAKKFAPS
# The depositor's hits bear a star; x = no result given. The list is partial; count on the stated rates, not on these rows.
item	SMILES	MEKK2 mut-MEK5	MEKK3 PB1 HTS	pCIP destab	PfM18AAP inh	NALP1 yeast inh	IDE cell inh	IDE act	MEKK2 WT-MEK5	UBC9 SUMO inh
1	O=C(O)CCCC(=O)N1CC(=O)Nc2ccccc21	-1	91	-8	-2	8	-2	1	90	14
2	CCOC(=O)Cn1nnnc1C(CC)N(Cc1ccccc1)Cc1cc2cc(C)ccc2[nH]c1=O (stereo not given)	0	100	0	-11	4	0	6	98	1
3	O=C(NC(N1CCCC1)C(Cl)(Cl)Cl)c1ccccc1 (stereo not given)	0	102	-23	-1	2	3	0	99	13
4	COc1cc2c(cc1OC)CN(C(=O)c1sc(-c3cnccn3)nc1C)CC2	-3	99	-6	-2	-6	6	2	100	4
5	COc1ccc(-c2ccnc3nc(/N=C/N(C)C)nn23)cc1	1	103	-9	3	18	2	x	97	57*
6	Cc1ccccc1SCc1noc(C(=O)NC(C)C)c1C(=O)O	0	96	-3	4	15	3	-3	100	-12
7	N/C(=N\OC(=O)c1ccccc1Br)c1ccc([N+](=O)[O-])cc1	12	105	-18	7	-8	-2	2	110	9
8	COc1ccccc1Nc1nc(NCCCCO)nc(N2CCCC2)n1	-1	103	x	x	x	6	0	100	x
9	CCCCOc1ccc(N(CC(=O)NC2CCCCC2)C(=O)CCC(=O)Nc2ccccn2)cc1	-1	104	-2	-1	20	3	-3	102	6
10	CC1CCC2(CC1)NC(=O)N(CC(=O)Nc1nc(-c3ccc(F)cc3)cs1)C2=O (stereo not given)	1	105	-15	8	0	-4	7	106	16
11	CCNC(=O)NC(=O)C(C)Oc1ccc(C(=O)OC)cc1 (stereo not given)	-2	96	5	-9	13	-2	1	92	0
12	COc1cc(Cl)c(C)cc1NC(=O)CSc1nnc(-c2cccnc2)n1Cc1ccco1	-2	97	-10	-1	8	5	-5	96	26
13	COc1cc(OC)c(OC)cc1CN1CCN(c2ccc(F)cc2)CC1	5	102	-2	0	x	2	3	105	19
14	CS(=O)(=O)c1ccc(Cl)c(NC(=O)C2CC(=O)N(c3ccc4c(c3)OCCO4)C2)c1 (stereo not given)	6	101	-2	0	9	1	0	102	-1
15	Cc1ccc(C(=O)O)cc1NC(=S)NC(=O)Cc1ccccc1	15	114	2	-12	3	3	7	118	-5

# Two entries picked at random from the list so far:
item	SMILES	MEKK2 mut-MEK5	MEKK3 PB1 HTS	pCIP destab	PfM18AAP inh	NALP1 yeast inh	IDE cell inh	IDE act	MEKK2 WT-MEK5	UBC9 SUMO inh
7	N/C(=N\OC(=O)c1ccccc1Br)c1ccc([N+](=O)[O-])cc1	12	105	-18	7	-8	-2	2	110	9
9	CCCCOc1ccc(N(CC(=O)NC2CCCCC2)C(=O)CCC(=O)Nc2ccccn2)cc1	-1	104	-2	-1	20	3	-3	102	6

# Later entries.
item	SMILES	MEKK2 mut-MEK5	MEKK3 PB1 HTS	pCIP destab	PfM18AAP inh	NALP1 yeast inh	IDE cell inh	IDE act	MEKK2 WT-MEK5	UBC9 SUMO inh
16	O=C(CC(=O)c1ccccc1)Nc1ccccc1C(F)(F)F	0	101	2	-6	-8	2	-3	103	-2
17	O=C(Cn1ccc([N+](=O)[O-])n1)NCc1cccnc1	-2	99	-2	-5	1	-4	-4	100	-7
18	COc1ccc(C(=O)NC2CCN(C(=S)Nc3ccccc3C)CC2)cc1	12	107	-6	1	7	3	0	110	0
19	O=S(=O)(O)c1cc(OS(=O)(=O)c2ccccc2)cc2ccccc12	1	102	-71	-9	-46	0	0	100	-1
20	CCC1C(=O)c2ccccc2N(C)C1=O (stereo not given)	-3	94	1	-11	13	-1	2	97	18
21	Cc1nn(C(=O)CNC(=O)c2ccccc2)c(C)c1C	5	102	9	2	-12	2	6	108	-5
22	CCOCCCNC(=O)N[C@H](C(=O)OC)C(C)CC (stereo not given in full)	-8	96	-2	-1	4	-1	-5	94	7
23	COc1ccc(/C=N/NC(=O)Nc2cccc3nsnc23)cc1OC	-4	96	-13	-6	27	5	2	92	26
24	COC1Cc2ccccc2N(C(=O)N2CCN(CCO)CC2)c2ccccc21 (stereo not given)	x	x	-7	1	26	0	-2	x	20
25	CCOc1ccc(NC(=O)CC2C(=O)N(c3cccc(OC)c3)C(=O)N2CCOC)cc1 (stereo not given)	-4	87	-12	2	x	-4	2	89	26
26	CN1OC(CC(=O)O)N(c2ccc(Cl)cc2)C1=O (stereo not given)	6	106	4	-11	13	6	3	100	-16
27	CC(C)NC(=O)CN(C(=O)CCC(=O)Nc1nccs1)c1ccc2c(c1)OCO2	-3	102	10	6	-1	-1	3	98	-12
28	O=S(=O)(CCc1nc2ccccc2[nH]1)c1ccc(Cl)cc1	-3	97	2	7	16	1	0	99	14
29	O=C(O)CC1CCS(=O)(=O)C1 (stereo not given)	0	99	-7	1	6	-2	3	99	8
30	O=S1(=O)C[C@@H]2N=C(N/N=C/c3ccccc3)S[C@@H]2C1	5	104	9	2	x	-2	-7	96	1

# Part of the list above in order of length of the SMILES, low to high.
item	SMILES	MEKK2 mut-MEK5	MEKK3 PB1 HTS	pCIP destab	PfM18AAP inh	NALP1 yeast inh	IDE cell inh	IDE act	MEKK2 WT-MEK5	UBC9 SUMO inh
29	O=C(O)CC1CCS(=O)(=O)C1 (stereo not given)	0	99	-7	1	6	-2	3	99	8
20	CCC1C(=O)c2ccccc2N(C)C1=O (stereo not given)	-3	94	1	-11	13	-1	2	97	18
22	CCOCCCNC(=O)N[C@H](C(=O)OC)C(C)CC (stereo not given in full)	-8	96	-2	-1	4	-1	-5	94	7
21	Cc1nn(C(=O)CNC(=O)c2ccccc2)c(C)c1C	5	102	9	2	-12	2	6	108	-5
11	CCNC(=O)NC(=O)C(C)Oc1ccc(C(=O)OC)cc1 (stereo not given)	-2	96	5	-9	13	-2	1	92	0
17	O=C(Cn1ccc([N+](=O)[O-])n1)NCc1cccnc1	-2	99	-2	-5	1	-4	-4	100	-7
15	Cc1ccc(C(=O)O)cc1NC(=S)NC(=O)Cc1ccccc1	15	114	2	-12	3	3	7	118	-5
28	O=S(=O)(CCc1nc2ccccc2[nH]1)c1ccc(Cl)cc1	-3	97	2	7	16	1	0	99	14
13	COc1cc(OC)c(OC)cc1CN1CCN(c2ccc(F)cc2)CC1	5	102	-2	0	x	2	3	105	19
24	COC1Cc2ccccc2N(C(=O)N2CCN(CCO)CC2)c2ccccc21 (stereo not given)	x	x	-7	1	26	0	-2	x	20
19	O=S(=O)(O)c1cc(OS(=O)(=O)c2ccccc2)cc2ccccc12	1	102	-71	-9	-46	0	0	100	-1
30	O=S1(=O)C[C@@H]2N=C(N/N=C/c3ccccc3)S[C@@H]2C1	5	104	9	2	x	-2	-7	96	1
27	CC(C)NC(=O)CN(C(=O)CCC(=O)Nc1nccs1)c1ccc2c(c1)OCO2	-3	102	10	6	-1	-1	3	98	-12
12	COc1cc(Cl)c(C)cc1NC(=O)CSc1nnc(-c2cccnc2)n1Cc1ccco1	-2	97	-10	-1	8	5	-5	96	26
25	CCOc1ccc(NC(=O)CC2C(=O)N(c3cccc(OC)c3)C(=O)N2CCOC)cc1 (stereo not given)	-4	87	-12	2	x	-4	2	89	26
14	CS(=O)(=O)c1ccc(Cl)c(NC(=O)C2CC(=O)N(c3ccc4c(c3)OCCO4)C2)c1 (stereo not given)	6	101	-2	0	9	1	0	102	-1

# The list goes on.
item	SMILES	MEKK2 mut-MEK5	MEKK3 PB1 HTS	pCIP destab	PfM18AAP inh	NALP1 yeast inh	IDE cell inh	IDE act	MEKK2 WT-MEK5	UBC9 SUMO inh
31	CCc1ccc(-c2csc(NC(=O)C3=NN(c4ccccc4)C(=O)CC3)n2)cc1	0	123	-12	-5	26	-1	-3	106	9
32	N#C/C(=C\c1cccnc1)C(=O)Nc1ccc(SC(F)F)cc1	5	108	2	3	-4	3	4	107	0
33	COC(=O)c1cc(Br)c(=O)n(-c2ccc(OC)cc2)c1	6	101	4	6	-4	0	7	110	12
34	COc1cc(C2C(C#N)=C(C)NC3=C2C(=O)c2ccccc23)cc(OC)c1OC (stereo not given)	-14	75	-8	5	37	3	0	79	7
35	CCOc1ccc(CNC(=O)c2ccc(NC(=O)C3=CSCCO3)cc2)cc1	4	102	-6	-8	6	-6	-4	101	28
36	CC(C)(C)c1cc(=O)n2c(C#N)c(C#N)nc2[nH]1	-4	98	-6	1	-8	0	-5	98	29
37	COc1ccc(-c2nnc3ccc(SCC(=O)Nc4cc(C)on4)nn23)cc1OC	6	108	-2	-1	-9	6	0	112	14
38	Cc1c(NC(=S)Nc2ccccc2C(F)(F)F)cccc1[N+](=O)[O-]	9	98	-14	9	19	1	7	107	-16
39	CCOc1cc(C)c(Cl)cc1S(=O)(=O)NCCOC	-3	95	-12	-5	35	6	1	98	1
40	Cc1ccccc1NC(=O)CSc1nnc(Cc2ccccc2)o1	1	126	-4	-1	5	-4	3	107	2
41	CCN(CC)CCN(C(=O)c1ccc(S(=O)(=O)N2CCCCC2)cc1)c1nc2cc3c(cc2s1)OCO3	2	132*	3	1	7	1	2	127	10
42	CNc1c(NC(=O)c2ccc3c(c2)OCO3)c(=O)oc2ccccc12	-2	96	2	1	18	2	6	99	5
43	COc1ccc2c(CC(=O)Nc3ccc(OC)c(S(=O)(=O)N4CCOCC4)c3)coc2c1	2	90	-5	-11	x	4	-8	87	-24
44	CCN(CC)CCOC(=O)C1(c2ccc(OC)c(OC)c2)CCCC1	10	95	-12	3	-4	3	-1	102	17
45	CCOC(=O)N1CCN(C(=O)CCn2c(=O)[nH]c3ccsc3c2=O)CC1	-6	95	5	1	11	2	0	98	2
46	CCOc1ccc2nc(SCC(=O)NCC3CCCO3)c(C#N)cc2c1 (stereo not given)	5	100	-14	-8	13	3	8	104	4
47	CCN(CC)c1cc(Cl)c2nonc2c1N	5	99	-11	2	-1	2	3	104	81
48	CCn1ccnc1CN(C)C(=O)C1CCC(=O)N(Cc2cccc(F)c2)C1 (stereo not given)	-12	100	-6	-6	14	2	4	96	5
49	O=C(Oc1ccc(=O)n(-c2ccccc2)n1)c1cccc(Cl)c1	17	98	13	0	8	-3	3	100	-17
50	CCCn1c(=O)c(C#N)cn(C2CC2)c1=O	-29	90	7	-1	x	-2	4	93	12
51	O=C1c2oc3ccccc3c(=O)c2C(c2cccs2)N1CCCN1CCOCC1 (stereo not given)	4	105	-9	6	22	4	-2	109	26
52	CCOc1cc(NC(=S)Nc2cccc(OC)c2)c(OCC)cc1NC(=O)c1ccc(C)cc1	-1	101	0	1	-10	-1	2	99	-1
53	Nc1c(C(=O)N/N=C/c2cccnc2)cnn1-c1ccccc1	1	96	-2	0	17	2	0	101	16
54	Cc1ccc(-c2csc(NC(=O)COC(=O)c3cccc(S(=O)(=O)N4CCOCC4)c3)n2)cc1	-4	102	-4	4	-15	1	x	95	19
55	COc1ccc(S(=O)(=O)NCCc2cc3ccc(C)c(C)c3[nH]c2=O)cc1	1	102	0	-2	6	4	0	99	0
56	CC/C(O)=C1\C(=O)CC(c2ccccc2)CC1=NC(C)C (stereo not given)	-2	96	-3	-8	25	2	-2	94	12
57	CCC(C)NS(=O)(=O)c1ccc(S(=O)(=O)N(CC(=O)Nc2ccccc2)CC2CCCO2)cc1 (stereo not given)	4	105	3	-4	7	-5	9	108	-14
58	COc1ccc(-c2cc(=O)oc3cc(OC(C)C(=O)NCCCn4ccnc4)ccc23)cc1 (stereo not given)	2	102	-5	2	12	-8	1	104	26
59	O=C1/C(=C/c2cccnc2)N=C2CCCCCN12	0	112	4	13	-6	4	-2	102	0
60	CCOC(=O)C1=C(c2ccc(OC)cc2)OC(N)=C(C#N)C1c1cccnc1 (stereo not given)	-6	96	7	10	1	-2	x	98	15

# Bioassay records as filed in PubChem BioAssay.
